Source: PubChem BioAssay
Epigenetic mod: derepresses silenced GFP locus in mouse C127i cells; mouse C127i GFP locus derepression, cytometry, 30 h; Potency, µM (titrated, usually from 46.1 µM), without a hit: at the top dose GFP derepression (activation); 68,000 compounds, 0.09% hits; AID 597; note: % of control where 0% means no effect
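Derepression screen: silenced CMV-GFP reporter in murine C127i cells, 30 h compound incubation at 37 C, washed cells imaged by laser-scanning cytometer to enumerate GFP-expressing objects of 20 to 120 um.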
CRE-bla Fsk: CRE-bla signaling modulation under forskolin stimulation; CHO CRE-bla reporter (cAMP response element driving beta-lactamase), forskolin EC10, beta-lactamase ratio; 71,000 compounds, 2.5% hits; Potency, µM (series often up to 38.2 µM), for inactives: at the top dose activity change, negative = inhibition, most hits filed as activators; active = well fitted activation curve with a large enough effect in the signal ratio, with a control signal flat, not every such curve was filed as active; inconclusive = small, poorly fitted or top-dose-only effect, or effect the other way, or a change in a side signal; the % refers to the signal ratio; note: potency is the fitted concentration of half-maximal effect; % of control where 0% means no effect
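Modulation of forskolin signalling: compounds in titration series added with EC10 NKH 477 to CHO cells carrying a CRE-driven beta-lactamase reporter, 3 h, 37C. CCF4 FRET ratio (460/530 nm, ex 405 nm) gives %activity and AC50.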
BRCT inh green: inhibitors of human BRCA1 BRCT-phosphoprotein interaction (green fluorophore). P38398. BRCA1 BRCT-phosphopeptide binding, green fluorescence polarization. Potency, µM (doses to about 76.9 µM), for the others: at the top dose activity change, negative = inhibition, actives largely listed as inhibitors. 75,000 compounds, 0.05% hits;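 note: potency is the fitted concentration of half-maximal effect; plate controls were peptide without protein for full effect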
Target sequence (P38398 whole entry, looked up): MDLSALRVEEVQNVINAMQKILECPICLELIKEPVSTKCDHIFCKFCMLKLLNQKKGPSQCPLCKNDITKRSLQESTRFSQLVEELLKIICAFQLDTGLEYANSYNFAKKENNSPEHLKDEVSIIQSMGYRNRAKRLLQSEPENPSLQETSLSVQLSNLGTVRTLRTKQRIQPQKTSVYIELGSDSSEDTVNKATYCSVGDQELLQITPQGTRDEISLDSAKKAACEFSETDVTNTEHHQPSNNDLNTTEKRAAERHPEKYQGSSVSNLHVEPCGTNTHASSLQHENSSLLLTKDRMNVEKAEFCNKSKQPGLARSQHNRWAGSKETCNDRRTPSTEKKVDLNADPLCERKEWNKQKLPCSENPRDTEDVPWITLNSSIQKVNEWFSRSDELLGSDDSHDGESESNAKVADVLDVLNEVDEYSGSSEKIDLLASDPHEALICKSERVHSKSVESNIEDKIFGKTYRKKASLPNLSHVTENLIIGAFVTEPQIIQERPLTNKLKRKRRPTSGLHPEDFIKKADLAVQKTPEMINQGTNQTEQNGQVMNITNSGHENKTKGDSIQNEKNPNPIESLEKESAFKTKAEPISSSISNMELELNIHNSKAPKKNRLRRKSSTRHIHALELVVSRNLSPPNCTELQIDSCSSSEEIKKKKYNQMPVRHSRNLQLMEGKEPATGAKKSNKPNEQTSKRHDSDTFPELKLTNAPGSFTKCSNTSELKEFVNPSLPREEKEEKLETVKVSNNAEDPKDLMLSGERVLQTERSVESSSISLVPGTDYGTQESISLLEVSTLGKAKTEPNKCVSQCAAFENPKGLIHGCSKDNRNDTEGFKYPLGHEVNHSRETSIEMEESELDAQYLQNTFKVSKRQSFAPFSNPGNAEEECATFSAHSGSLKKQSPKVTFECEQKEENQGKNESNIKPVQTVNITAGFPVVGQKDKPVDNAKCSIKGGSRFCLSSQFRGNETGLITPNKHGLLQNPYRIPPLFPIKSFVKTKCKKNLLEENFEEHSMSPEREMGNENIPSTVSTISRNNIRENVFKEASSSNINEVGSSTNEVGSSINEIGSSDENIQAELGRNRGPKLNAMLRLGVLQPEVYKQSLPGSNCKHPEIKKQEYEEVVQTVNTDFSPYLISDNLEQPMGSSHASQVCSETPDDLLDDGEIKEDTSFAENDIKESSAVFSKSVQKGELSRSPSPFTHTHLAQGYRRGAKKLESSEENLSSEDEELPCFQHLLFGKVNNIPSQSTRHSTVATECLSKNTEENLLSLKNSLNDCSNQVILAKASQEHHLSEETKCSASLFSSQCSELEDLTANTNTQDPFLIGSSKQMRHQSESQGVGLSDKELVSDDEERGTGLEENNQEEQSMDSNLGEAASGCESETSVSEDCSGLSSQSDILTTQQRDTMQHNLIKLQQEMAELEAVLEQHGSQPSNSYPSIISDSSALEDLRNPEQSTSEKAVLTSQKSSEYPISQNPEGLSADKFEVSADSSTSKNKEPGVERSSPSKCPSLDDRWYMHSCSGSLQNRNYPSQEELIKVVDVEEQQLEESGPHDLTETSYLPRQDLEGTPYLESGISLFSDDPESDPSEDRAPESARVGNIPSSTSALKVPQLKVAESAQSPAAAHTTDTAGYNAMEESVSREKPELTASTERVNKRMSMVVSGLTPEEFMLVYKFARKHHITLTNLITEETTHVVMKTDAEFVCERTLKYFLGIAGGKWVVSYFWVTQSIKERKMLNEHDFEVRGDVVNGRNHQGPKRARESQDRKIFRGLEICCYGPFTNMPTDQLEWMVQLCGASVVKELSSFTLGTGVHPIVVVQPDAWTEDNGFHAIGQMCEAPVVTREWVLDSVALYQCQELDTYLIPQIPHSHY
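Fluorescence polarization: His-tagged BRCT (~35 kDa BRCA1 C-terminus, 250 nM) bound to 100 nM fluorescein-labeled phosphorylated 10-aa BACH1 peptide, pH 7.3 phosphate buffer with DTT and Tween 20. Compounds incubated 12 min at room temperature; inhibition read as lowered polarization.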
HBB splice mod: hemoglobin beta splicing modulation | HBB splicing reporter cell assay, activation; EGFP reporter with mutant IVS2-654 intron; response scale: normalised to 500 nM splice-correcting PNA | Potency, µM (series often up to 46.1 µM), without a hit: at the highest dose activation, hits mostly activators | 65,000 compounds, 0.06% hits | AID 925; note: potency is the fitted concentration of half-maximal effect; 0% is about no effect
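Compounds were applied for 2 days to HeLa EGFP-654 cells, 500/well in Optimem with 2% FCS. The reporter's EGFP is disrupted by mis-splicing of beta-globin intron IVS2-654. Readout: summed well GFP fluorescence from 488 nm laser scanning; reference was 500 nM antisense […] 654 PNA.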
DNA Pol III inh: inhibitors of bacterial DNA polymerase III holoenzyme; AID 603; Potency, µM (titrated, usually from 57.1 µM), for the others: at the highest dose activity change, negative = inhibition; reconstituted DNA polymerase III holoenzyme replication, biochemical; 71,000 compounds, 0.25% hits; note: potency is the fitted concentration of half-maximal effect; % is set by controls: 0 for no effect and ±100 for the full control effect
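Reconstituted *E. coli* holoenzyme (0.35 nM Pol III, 1 nM beta, 154 nM SSB, 2 nM primase) was preincubated with compound for 15 min at RT. Synthesis on 1.4 nM ssM13Gori ran 35 min, then was stopped with PicoGreen/EDTA and read as dsDNA fluorescence.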
4-MU autofl: compounds fluorescent in 4-MU spectral region | 59,000 compounds, 11% hits | max dye-equivalent concentration, M | AID 589 | compound autofluorescence, 340/450 nm, 4-MU equivalents; hits give high values; in the data active = max dye-equivalent concentration above about 10 nM; inconclusive = mostly about 1.1 nM to 9.6 nM
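Compounds in 100 mM Tris, pH 8.0, incubated 15 min at room temperature, then fluorescence read at 340 nm excitation/450 nm emission. Signal converted to 4-MU dye-equivalent concentration using an on-plate six-point 4-MU standard curve.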
Hsp90 Hop PPI: changes Hsp90-Hop TPR2A binding signal, up or down; Potency, µM (series often up to 57 µM), inactives show at the highest dose activity change, negative = inhibition; 71,000 compounds, 0.44% hits; AlphaScreen TPR2A-His6 binding biotin-Hsp90 C-terminal peptide; active = well fitted curve in either direction with a large enough effect; inconclusive = small, poorly fitted or top-dose-only effect, or another doubt; note: potency is the fitted concentration of half-maximal effect; % is set by controls: 0 for no effect and ±100 for the full control effect; many of its hits are not listed in these tables
BRCT PPI red: disrupts BRCA1 BRCT binding to phosphoprotein, red fluorophore readout. P38398. BRCT-phosphopeptide binding, red fluorescence polarization. Potency, µM (doses to about 76.9 µM), without a hit: at the highest dose activity change, negative = inhibition, usual class: inhibitors. 75,000 compounds, 0.03% hits. AID 892; note: % is set by controls: 0 for no effect and ±100 for the full control effect
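Rhodamine-labelled pBACH1 10-mer (100 nM) bound to BRCT domain (100 nM) at pH 7.3; compounds incubated 12 min room temperature, polarization read. Free peptide defines full inhibition; unlabelled decapeptide titrated as control.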
15-hLO inh: 15-hLO (ALOX15) enzyme inhibition; P16050; purified 15hLO-1, xylenol orange hydroperoxide absorbance; Potency, µM (series often up to 57.1 µM), inactives show at the top dose activity change, negative = inhibition, actives largely listed as inhibitors; 74,000 compounds, 1.4% hits; AID 887; note: potency is the fitted concentration of half-maximal effect; % is set by controls: 0 for no effect and ±100 for the full control effect; nearly all actives have a fitted effect of over 55% in size
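Compounds were preincubated 15 min at room temperature with 40 nM purified human enzyme (25 mM Hepes pH 7.5, 0.01% Triton X-100); 50 uM arachidonic acid reacted 6 min. Fe-xylenol orange detection, 30 min, absorbance ratio 573/405 nm.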
UbGFP stabilizer: proteasome inhibitors stabilizing ubiquitin-GFP reporter; Ubiquitin-GFP reporter cells, proteasome inhibition, GFP fluorescence; response scale: untreated = 0%, 10 µM MG-132 = 100%; 67,000 tested, under 10 active; Potency, µM (top dose mostly 45.9 µM), for inactives: top-dose activation (GFP accumulation), actives largely listed as activators; AID 526; active = well fitted activation curve with a large enough effect, not every such curve was filed as active; inconclusive = small, poorly fitted or top-dose-only effect, or another doubt; inactive = no such curve, though single readings can be large or run the other way; note: potency is the fitted concentration of half-maximal effect
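U2OS cells expressing ubiquitin(G76V)-GFP, seeded overnight in 0.5% FBS medium, then treated 4 hr at 37 C across 46 uM to 2.9 nM. GFP-positive cells counted by laser cytometry (488 ex/515 em); %activity scaled between basal and 10 uM MG-132.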
A350 autofl: compound fluoresces in the Alexa 350 spectral region | Compound autofluorescence, 340/450 nm, Alexa 350 dye-equivalents; hits give high values | max dye-equivalent concentration, M | 59,000 compounds, 11% hits | AID 590; in the data active = max dye-equivalent concentration above about 10 nM; inconclusive = mostly about 1.1 nM to 9.6 nM
Active calls of the source: *; i = inactive; u = inconclusive; x = not tested or not shown; [ ] = remark or other dose. Unless noted, calls come from the whole dose curve; as a rule, active = well fitted curve in the direction sought with a large enough effect; inconclusive = small, poorly fitted or top-dose-only effect, or another doubt; inactive = no such curve, though single readings can be large; an effect the other way counts as inactive or inconclusive. Random draw from the library. About 12% of those tested had a hit in this group.

SMILES	Epigenetic mod	CRE-bla Fsk	BRCT inh green	HBB splice mod	DNA Pol III inh	4-MU autofl	Hsp90 Hop PPI	BRCT PPI red	15-hLO inh	UbGFP stabilizer	A350 autofl
CNc1oc(Cc2ccccc2)nc1S(=O)(=O)c1ccccc1	0%	u	-2.0%	0.2%	3%	i	-2%	-0.8%	-4%	1%	i
Cc1cc(NCc2ccc3c(c2)OCO3)n2nc(C)nc2n1	4%	u	-1.3%	-1.2%	-6%	x	0%	-0.6%	3%	3%	x
COc1ccc(S(=O)(=O)N[C@H](C(=O)N2CC[C@@]3(O)CCCC[C@H]3C2)c2ccccc2)cc1	0%	-8%	-0.8%	1.4%[0.369 µM]	-9%	u	-3%	-1.5%	8%	-3%	u
COc1ccc(N2C(=O)[C@@H]3Cc4ccccc4CN3C2=O)cc1	0%	11%	-2.7%	-3.7%[57.5 µM]	-1%	i	3%	0.6%	13%	1%	i
COC(=O)c1[nH]cnc1C(=O)c1ccccc1	12%	u	-1.4%	-0.5%	-6%	i	-5%	-1.9%	6%	3%	i
COc1ccc(OC)c(NC(=O)CSc2nc3c(c(=O)n(C)c(=O)n3C)n2C)c1	1%	2µM*	-1.5%	0.1%[57.5 µM]	-7%	i	-1%	-7.9%	3%	-1%	i
COc1ccc(C(N)CCc2ccc(C)o2)cc1 (configuration not stated)	0%	-22%	0.6%	-0.8%	-3%	i	-4%	-0.5%	-3%	18%	i
CCOC(=O)C(C)n1cnc2c(nnn2-c2ccc(C)cc2)c1=O (configuration not stated)	2%	u	-1.9%	2.1%	-2%	i	-3%	0.3%	-1%	2%	i
NC(=O)c1c(NC(=O)CSc2nnc(Cc3ccccc3)n2Cc2ccco2)sc2c1CCC2	-1%	-25%	5.8%	-0.2%	-10%	i	-15%	0.1%	u	0%	i
O=S(=O)(c1cccs1)N1CN(Cc2cccs2)c2nc3ccccc3nc21	0%	u	3.2%	1.0%[57.5 µM]	-4%	u	-12%	-2.1%	-7%	1%	u
Cc1ccc(NS(=O)(=O)c2cccc(C(=O)OCC(=O)NCc3ccco3)c2)cc1	0%	u	-3.0%	-1.7%	-4%	i	-5%	-0.9%	-10%	0%	i
Oc1ccc(-c2csc(NCc3ccco3)n2)cc1	-2%	u	-1.3%	x	1%	i	-8%	-0.1%	-21%	3%	i
C[C@@H](CCc1ccc(O)cc1)NCCc1ccc(O)c(O)c1	-1%	u	-4.0%	0.9%[20.6 µM]	-1%	i	u	0.3%	-1%[25.6 µM]	3%	i
C=CCNc1nc(NCCN2CCOCC2)nc(OC)n1	0%	6%	-0.5%	x	-2%	i	2%	0.3%	2%	1%	i
Cc1ccc(C2C3CSCC=C3C(C#N)=C(N)C2(C#N)C#N)cc1 (configuration not stated)	2%	u	35%[activator]	u	0%	2e-08M*	-8%	1.9%	25µM*	11%	2.1e-08M*
Cn1c(=O)[nH]c(=O)c2c1nc(CN1CCN(c3ccc(F)cc3)CC1)n2CCCc1ccccc1	3%	u	-0.9%	2.0%	5%	i	0%	-2.4%	-3%	10%	i
NCCCCCC(=O)O	0%[20.6 µM]	-4%[17.1 µM]	0.9%[3.08 µM]	-0.6%[20.6 µM]	0%[25.6 µM]	i	u	-0.1%	4%	-2%[20.5 µM]	i
Cc1ccc(-n2nnnc2SCCNS(=O)(=O)c2ccccc2)cc1C	0%	u	-1.5%	0.2%[0.0738 µM]	-5%[11.4 µM]	x	1%[11 µM]	-0.9%	4%[11.4 µM]	0%[9.17 µM]	x
Cc1nc(SCC(=O)NCc2ccco2)c2c3c(sc2n1)CCCC3	1%	u	0.0%	-0.2%[57.5 µM]	0%	i	-4%	-1.6%	-6%	-1%	i
O=c1c2ccccc2nc(-c2ccco2)n1CCCn1ccnc1	3%	u	-3.2%	-1.2%	-9%	i	-7%	-0.6%	-4%	-4%	i
O=C(CCc1nc2ccccc2c(=O)[nH]1)OCC(=O)N1CCN(S(=O)(=O)c2ccccc2)CC1	6%	-9%	0.8%	-0.5%[57.5 µM]	u	i	0%	-3.4%	13%	-4%	i
CCN1CCN(Cc2c(O)c(Cl)cc3c(C)cc(=O)oc23)CC1	0%	4µM*	1.0%	-1.7%[0.0738 µM]	-3%[11.4 µM]	x	-6%[11 µM]	-0.3%	6%[11.4 µM]	3%[9.17 µM]	x
O=C(NCCC1=CCCCC1)c1cnsn1	4%	-6%	-1.6%	-1.3%	-8%	i	-2%	-0.4%	5%	-5%	i
CCOC(=O)c1c(NC(=O)CC)sc(C(C)=O)c1C	6%	13µM*	0.1%	x	-4%	i	5%	-1.5%	3%	-7%	i
OC1CN=C2C=CC=CN2C1 (configuration not stated)	-4%	4%	-1.1%	-1.8%	-4%	i	-2%	1.7%	1%	2%	i
The listing continues:
SMILES	Epigenetic mod	CRE-bla Fsk	BRCT inh green	HBB splice mod	DNA Pol III inh	4-MU autofl	Hsp90 Hop PPI	BRCT PPI red	15-hLO inh	UbGFP stabilizer	A350 autofl
CCOC(=O)C1CCN(Cc2c(O)ccc3ccccc23)CC1	0%	-9%	-0.8%	0.9%	-2%	8.5e-08M*	-1%	-1.6%	-17%	-1%	9.3e-08M*
Cc1nc(N)sc1-c1csc(N(C)c2ccc(O)cc2)n1	-3%	-12%	0.2%	1.3%	2%	i	-24%	1.3%	-19%	-8%	i
Cc1ccc(S(=O)(=O)N2CCN(C(=O)CSC3CCCC3)CC2)c(C)c1	3%	-8%	-2.8%	0.9%[57.5 µM]	1%	i	4%	-2.0%	-18%	2%	i
CCn1nnnc1NCc1cccn1C	4%	u	0.8%	-1.0%	-4%	i	0%	0.4%	-2%	6%	i
CC(=O)c1cccc(NS(=O)(=O)c2c(C)noc2C)c1	0%	1%	-0.2%	-1.6%	0%	i	1%	0.7%	4%	-11%	i
COc1ccc(N(CC(=O)Nc2cccc(C(=O)O)c2)S(=O)(=O)c2c(C)noc2C)cc1	6%	-10%	-2.7%	-0.8%	-4%	i	-5%	-0.5%	2%	1%	i
CCCCN(Cc1cc2cc(OC)ccc2[nH]c1=O)C(=O)COc1ccccc1	2%	-2%	-1.0%	5.6%[0.369 µM]	-4%	5.6e-08M*	-9%	-1.9%	-3%	-4%	6.6e-08M*
CC(=O)c1cccc(NC(=O)c2cccc(S(=O)(=O)N(C)C)c2)c1	-3%	10%	2.1%	-0.2%	1%	i	-1%	-0.7%	-3%	0%	i
CCOc1cc(C)nc(N2CCCC(C(=O)NCc3ccccc3F)C2)n1 (configuration not stated)	-5%	2%	-3.1%	x	-2%	i	2%	-1.5%	-7%	1%	i
O=C1CC(c2ccco2)Cc2nc(Nc3ccc(F)cc3)ncc21 (configuration not stated)	2%	10%	0.2%	1.4%[1.84 µM]	-3%	u	-2%	-1.6%	-9%	11%	u
NC(=O)C1(N2CCCCC2)CCN(Cc2nc3ccccc3c(=O)[nH]2)CC1	6%	-7%	-2.2%	-0.4%	-1%	u	-3%	-1.1%	-3%	3%	1e-08M*
COc1ccc(N(C)C(=O)CCC(=O)Nc2ccc3nc(N4CCOCC4)cc(C)c3c2)c(OC)c1	-1%	u	2.3%	-1.7%	2%	5.3e-07M*	-1%	-0.1%	-3%	7%	4.9e-07M*
CC(=O)NC1(C2CCCCC2=O)CCCCC1 (configuration not stated)	-2%	-3%	-3.4%	-0.8%[9.22 µM]	-2%	x	1%	-1.3%	10%	-4%	x
COc1cccc(-c2cc(C(=O)N3CCN(c4ncccn4)CC3)c3ccccc3n2)c1	2%	u	3.7%	-1.0%[9.22 µM]	7%	x	-3%	0.5%	-8%	-10%	x
CCOc1ccccc1NC(=O)C1CCCN(S(=O)(=O)c2cccc3cccnc23)C1 (configuration not stated)	-2%	11%	0.1%	-0.7%	-1%	x	-4%	0.0%	-1%	6%	x
CC1CCCN(C(=O)Cc2ccc(F)cc2)C1 (configuration not stated)	6%	0%	-1.9%	-1.1%	-3%	i	-5%	-0.2%	9%	-4%	i
N#Cc1ccccc1Cn1c(-c2cscn2)nc2ccccc21	0%	u	-0.3%	-1.2%[0.0738 µM]	-9%[11.4 µM]	x	-5%[11 µM]	0.0%	6%[11.4 µM]	15%[9.17 µM]	x
CC(C)[C@@H](C(=O)O)N1C(=O)c2ccccc2C1=O	-2%[9.22 µM]	2%[7.6 µM]	-1.5%[15.4 µM]	0.5%[9.22 µM]	0%[11.4 µM]	i	3%[11 µM]	-0.7%[15.4 µM]	5%[11.4 µM]	4%[9.17 µM]	i
CCc1ccccc1OCCCCN1CCCC1	-2%	-8%	-1.7%	0.8%	-2%	i	-6%	-0.2%	-4%	-15%	u
